Assay outcomes from PubChem.
MBNL1-CUG inh = blocks human MBNL1 binding to CUG repeat RNA | TR-FRET MBNL1-His/biotin-(CUG)12 binding, 665/545 ratio | 0.036% of 280,000 active | Potency, µM (top dose mostly 57.5 µM), for the others: at the top dose activity change, negative = inhibition, usual class: inhibitors; active = well fitted inhibition curve with a large enough effect in the signal ratio, with a control signal flat, not every such curve was filed as active; inconclusive = small, poorly fitted or top-dose-only effect, or effect the other way, or a change in a side signal; inactive = no such curve, though single readings can be large or run the other way; the % refers to the signal ratio; also: % is scaled to controls: 0 for no effect and ±100 for the full control effect
Target sequence (Q9NR56 whole entry, looked up): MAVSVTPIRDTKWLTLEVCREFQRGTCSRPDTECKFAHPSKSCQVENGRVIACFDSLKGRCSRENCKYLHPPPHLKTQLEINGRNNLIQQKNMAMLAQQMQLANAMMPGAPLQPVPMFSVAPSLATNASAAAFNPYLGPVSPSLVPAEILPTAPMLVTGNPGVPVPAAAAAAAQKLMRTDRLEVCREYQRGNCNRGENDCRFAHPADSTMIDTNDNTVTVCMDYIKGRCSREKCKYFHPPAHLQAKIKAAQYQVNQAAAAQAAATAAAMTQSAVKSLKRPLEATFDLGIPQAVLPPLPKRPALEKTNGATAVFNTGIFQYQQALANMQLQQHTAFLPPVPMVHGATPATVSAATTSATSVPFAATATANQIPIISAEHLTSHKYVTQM
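Inhibition of protein-RNA binding appears as loss of TR-FRET between terbium anti-His antibody on MBNL1-His and streptavidin-XL665 on biotin-(CUG)12. Activity is normalized to buffer-only and uninhibited-complex controls.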
p53 reactivation = mutant p53 re-activation in reporter cells; H1299 p53-A138V BP100-luciferase reporter, luminescence, 24 h; Potency, µM (highest dose often 92.2 µM), for inactives: at the highest dose activity change, positive = activation, hits mostly activators; 0.063% of 320,000 active; AID 504706; also: % of control where 0% means no effect; nearly all actives have a fitted effect of over 45% in size
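p53-null H1299 cells stably carrying temperature-sensitive p53-A138V and a BP100-luciferase reporter were pinned with compounds (4-point, 1:5 series) and held 24 hrs at 37 deg C. Luminescence was read 10 min after detection reagent.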
NPC1 prom act = activates the NPC1 promoter; Huh7 NPC1 promoter luciferase reporter, 24 h; AID 485313; Potency, µM (titrated, usually from 9.22 µM), for the others: at the top dose activation, usual class: activators; 2.4% of 320,000 active;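 also: % of control where 0% means no effect; nearly all actives have a fitted effect of over 60% in size; reporter is driven by a mutant NPC1 promoter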
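Luminescence from an NPC1 promoter-driven luciferase reporter in stably transfected Huh7 cells was measured after 24 h compound treatment at 37 °C, followed by 10 min ambient incubation with luciferase detection reagent.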
RORgamma inh = blocks mouse ROR gamma transcriptional activity. P51450. Drosophila S2 Gal4-RORgamma UAS-luciferase reporter, 20 h. Potency, µM (highest dose often 53.6 µM), without a hit: top-dose activity change, negative = inhibition, usual class: inhibitors. 5.4% of 310,000 active. AID 2551; also: % is scaled to controls: 0 for no effect and ±100 for the full control effect; nearly all actives have a fitted effect of over 60% in size
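Stable Schneider cell line, Gal4 DNA-binding domain fused to ROR gamma, UAS-luciferase. Cmpd 1 hr RT → CuSO4 700 uM final → 20 hr RT → luciferase reagent 10 min → luminescence.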
FLuc modulator = inhibits or activates purified firefly luciferase, miR-21 counter-screen. 6.9% of 360,000 active. Potency, µM (top dose mostly 57.5 µM), for inactives: top-dose activity change, negative = inhibition, usual class: inhibitors. purified FLuc, Km substrates, luminescence inhibition;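 also: plate controls were vehicle for no effect and reference inhibitor for full effect; nearly all actives have a fitted effect of over 55% in size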
Target sequence (P08659 whole entry, looked up): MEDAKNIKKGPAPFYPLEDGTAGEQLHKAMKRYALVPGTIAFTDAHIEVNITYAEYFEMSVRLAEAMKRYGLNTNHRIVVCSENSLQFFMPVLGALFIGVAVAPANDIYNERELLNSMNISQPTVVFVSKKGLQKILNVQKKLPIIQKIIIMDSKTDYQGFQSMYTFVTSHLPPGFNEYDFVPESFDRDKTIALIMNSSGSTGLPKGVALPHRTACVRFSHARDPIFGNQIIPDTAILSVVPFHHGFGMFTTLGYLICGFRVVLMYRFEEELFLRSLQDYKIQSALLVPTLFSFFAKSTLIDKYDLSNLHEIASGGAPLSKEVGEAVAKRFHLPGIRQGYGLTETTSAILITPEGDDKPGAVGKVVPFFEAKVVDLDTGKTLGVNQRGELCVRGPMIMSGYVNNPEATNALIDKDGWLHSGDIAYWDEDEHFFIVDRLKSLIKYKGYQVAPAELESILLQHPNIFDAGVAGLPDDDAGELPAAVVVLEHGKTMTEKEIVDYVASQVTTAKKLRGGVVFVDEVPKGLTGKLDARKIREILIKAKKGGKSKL
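Purified P. pyralis luciferase (10nM final) with 10uM D-luciferin and 10uM ATP (Km levels) in 50mM Tris acetate pH 7.5, 10mM Mg acetate, 0.01% Tween-20, 0.05% BSA; qHTS 6-point titration, ~60 µM downward; luminescence read.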
Rab9 promoter act = activates the Rab9 promoter | 2.8% of 320,000 active | Potency, µM (highest dose often 9.22 µM), for the others: at the top dose activation, negative = inhibition, actives largely listed as activators | Huh7 Rab9 promoter-luciferase reporter, luminescence, 24 h | AID 485297; also: % of control where 0% means no effect; nearly all actives have a fitted effect of over 60% in size
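Cell-based reporter: Huh7 stable for Rab9 promoter-driven luciferase, plated in reduced-serum medium with 10% FBS at 1500 cells/well, compound-treated 24 h at 37 °C, luminescence read after 10 min reagent.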
uPA surface inh = cell surface uPA generation inhibition | cell surface uPA generation assay, qHTS | Potency, µM (top dose mostly 38.3 µM), for inactives: top-dose activity change, negative = inhibition, usual class: inhibitors | 0.31% of 330,000 active; active = well fitted inhibition curve with a large enough effect; inconclusive = small, poorly fitted or top-dose-only effect; inactive = no such curve, though single readings can be large or run the other way; tested in mouse RAW 264.7 cells; also: % is scaled to controls: 0 for no effect and ±100 for the full control effect; nearly all actives have a fitted effect of over 55% in size
BRCA1 expr act = increases BRCA1 expression; Potency, µM (top dose mostly 46.1 µM), for inactives: top-dose activation, actives largely listed as activators; MCF7-BRCA1-FFLuc reporter, luminescence, 48 h; response scale: scaled: vehicle 0%, 10 µM genistein 100%; 1.1% of 380,000 active; also: nearly all actives have a fitted effect of over 80% in size; some results filed as inactive show a strong effect at the top dose
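Luminescence from a BRCA1-driven firefly luciferase in MCF7 cells was read after 48 h compound exposure at 37 C. Data normalized against DMSO and a 10microM genistein activation control, then curve-fitted across the titration.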
ELG1 genotox = genotoxicity induction in ELG1-luciferase HEK293T cells; HEK293T ELG1-luciferase reporter, luminescence, 16 h; Potency, µM (top dose mostly 46 µM), for inactives: top-dose activity change, positive = activation, most hits filed as activators; 1.3% of 330,000 active; AID 504466; also: % of control where 0% means no effect; nearly all actives have a fitted effect of over 60% in size
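Cells (2,000/well) expressing the ELG1-luciferase fusion are dosed by pin tool and kept 16 hr at 37 °C, 5% CO2. Signal comes from ONE-Glo luciferase reagent after 30 min at room temperature.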
Gal4-VP16 FLuc = counter-screen for ROR gamma inhibitors: Gal4-VP16 reporter. Drosophila S2 Gal4-VP16 UAS-luciferase, luminescence, 20 h. Potency, µM (highest dose often 53.6 µM), inactives show at the highest dose activity, negative = inhibition, most hits filed as inhibitors. 3.5% of 310,000 active. AID 2546;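 also: Gal4-VP16 expression switched on by copper sulfate through the metallothionein promoter; % is scaled to controls: 0 for no effect and ±100 for the full control effect; nearly all actives have a fitted effect of over 50% in size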
* = called active by the depositor; ? = inconclusive; · = not tested or not shown; & = joins results of further samples; [ ] = remark or other dose. Unless noted, calls follow the shape of the dose curve; as a rule, active = well fitted curve in the direction sought with a large enough effect; inconclusive = small, poorly fitted or top-dose-only effect, or another doubt; inactive = no such curve, though single readings can be large; an effect the other way counts as inactive or inconclusive. Potency is read from the fitted curve at half-maximal effect.

molecule	MBNL1-CUG inh	p53 reactivation	NPC1 prom act	RORgamma inh	FLuc modulator	Rab9 promoter act	uPA surface inh	BRCA1 expr act	ELG1 genotox	Gal4-VP16 FLuc
Cc1ccc(N(C)S(=O)(=O)c2cccc(C(=O)NCC(c3cccs3)N3CCOCC3)c2)cc1 (stereo not given)	·	-2.1%	-0.2%	·	0.2%	-3.4%	0.8%	-25.8%	-10.0%	·
CCn1ccnc1CN(C)C(=O)c1cc(COc2ccccc2SC)on1	2.7%	24.4%	?	0.9%	12µM*	2.82µM*	1.7%	?	?	2.5%
COc1ccc(OC)c(Cc2nnc(CCC(=O)N3CCCCC3)o2)c1	2.3%	19.2%	16.1%	-4.4%	?	?	-4.4%	19.6%	9.9%	6.4%
OCCC#Cc1c(-c2ccsc2)sc2ccccc12	66.4%[activator]	·	5.3%	-12.4%	0.6%	-1.2%	-3.9%	-30.5%	0.0%	-3.1%
CCN(c1ccccc1)S(=O)(=O)c1cc(C(=O)Nc2cccc(Cl)c2)ccc1F	-4.5%	21.8%	-0.2%	14.5%	1.1%	-1.4%	-15.3%	-64.6%	-11.0%	-18.7%
Cc1ccc2nc3c(c(N)c2c1)CCN3C	-8.0%	3.3%	-1.4%	-6.2%	-1.2%	-2.6%	-5.3%	30.1%	-0.7%	-1.1%
O=S(=O)(c1ccc(Cl)s1)N1CCC2(CC1)OCCO2	-12.8%	-3.8%	0.0%	3.7%	1.7%	-0.8%	0.1%	1.7%	0.2%	6.2%
COc1cc(NC(=O)c2ccccc2F)c(OC)cc1NC(=O)CN1CCOCC1	-5.3%	5.3%	-1.1%	-14.7%	-10.6%	1.5%	3.7%	35.0%	-4.2%	-2.5%
CCc1nnc(SCC(=O)Nc2ccc3ccccc3c2)n1N	·	1.4%	·	·	·	·	-28.0%	0.6%	-0.6%	·
CC(C)CNS(=O)(=O)c1ccccc1C(=O)N1CCCCC1	-23.2%	-10.1%	0.6%	42.6%	3.7%	4.6%	·	-9.8%	-5.2%	2.5%
Cc1cc(N/N=C/c2ccccc2F)nc(NCc2ccccc2)n1	4.5%	2.1%	-1.3%	2.9%	15.1µM*	1.4%	-8.5%	-4.2%	-6.3%	-11.5%
Cc1c(C(=O)NCCCN2CCCC2=O)oc2c(Cl)cccc12	·	-4.5%	-6.9%	·	-2.2%	0.8%	-4.6%	-16.1%	5.8%	·
CCCN1C(=O)/C(=N\OCC(=O)NC23CC4CC(CC(C4)C2)C3)c2ccccc21	11.5%	-13.1%	-5.1%	41.6%	-7.8%	-5.6%	2.0%	-15.2%	-0.6%	-7.3%
CCOc1ccc(N(C(=O)c2snc(C(N)=O)c2N)C(CC)C(=O)NC2CCCC2)cc1 (stereo not given)	3.9%	-5.7%	-2.8%	14.5%	3.6%	-4.9%	-2.8%	-4.0%	-0.8%	7.5%
CN(C(=O)CN1CCN(c2ccc([N+](=O)[O-])cn2)CC1)c1ccccc1	?	5.3%	-1.3%	37.0%	-2.0%	-4.3%	-40.3%	-18.8%	-3.0%	-1.8%
O=C(N/N=C/c1cccs1)c1cccc2cc[nH]c12	-7.8%	-4.2%	?	2.82µM*	23.9µM*	?	·	25.2%	-8.2%	?
COc1ccc(/C=N/NC(=O)c2cccc(Br)c2)cc1CN1CCOCC1	8.9%	0.8%	-3.1%	-21.0%	-12.8%	-0.9%	-2.9%	-7.1%	2.0%	9.5%
Cc1ccccc1N1C(=O)C(Cl)=C(N2CCN(c3ccccc3)CC2)C1=O	13.0%	19.5%	-3.2%	36.5%	-1.0%	5.5%	-1.2%	1.0%	-4.7%	-25.8%
Cc1csc(NC(=O)C2CCN(S(=O)(=O)c3ccccc3F)CC2)n1	-4.4%	1.2%	2.5%	30.6%	-2.0%	-10.0%	7.0%	-19.3%	-11.5%	-4.6%
Cc1ccc(OCCOc2ccc(S(=O)(=O)N3CCCC3)cc2C(N)=O)cc1	·	1.5%	-1.4%	·	-1.2%	-2.5%	3.8%	-2.5%	0.1%	·
CCS(=O)(=O)N1CCN(c2ccc(S(=O)(=O)N3CCOCC3)cc2)CC1	-9.6%	3.4%	-3.9%	-23.5%	-3.2%	-0.4%	-4.3%	-0.7%	5.9%	0.2%
Cc1nc2ccsc2c(=O)n1-c1ccc(Cl)cc1	-0.7%	-8.4%	0.0%	15.3%	-1.1%	0.4%	2.8%	-5.4%	-3.0%	-11.6%
Cc1nc(NCc2cccnc2)c2c3c(sc2n1)CCCC3	18.8%	-5.4%	0.2%	?	?	-6.3%	-2.1%	-4.1%	-2.7%	-10.1%
COc1ccc(C2/C=C\CN(CC(C)C)CC(=O)N2Cc2ccc(F)cc2)cc1 (stereo not given)	6.5%	1.0%	-4.9%	-4.4%&1.5%	-0.2%	-8.9%	-13.4%	-8.7%	-2.1%	1.7%&-5.4%
CC/C(=N\NC(=O)c1ccc(-c2ccccc2)cc1)C12CC3CC(CC(C3)C1)C2	0.7%	1.7%	-3.3%	22.4µM*	-13.8%	-3.7%	-0.5%	-47.5%	0.1%	?
CCOc1cc(/C=N/N2C(=O)NC3(CCCCC3)C2=O)cc(Br)c1O	14.7%	-0.6%	-4.4%	?	-4.3%	8.9%	11.4%	-5.6%	-0.6%	2.6%
COc1ccc(O)c(/C=N/NC(=O)c2ccc(CSc3nc(C)cc(C)n3)cc2)c1	-3.7%	20.9%	-26.7%	1.26µM*	2.5%	-33.1%[inhibitor]	-7.6%	-77.7%	27.4%	2.51µM*
CN1C(=O)C(=O)/C(=C(/O)c2ccc(Br)cc2)C1c1ccccc1F (stereo not given)	-3.7%	0.5%	-3.6%	3.9%	-0.9%	-2.0%	-1.5%	-32.1%	0.5%	9.5%
O=C(CSC1=NCCN1)NC(c1ccccc1)c1ccccc1	-2.2%	-3.8%	-1.6%	-19.2%	-1.3%	1.3%	-12.1%	-53.7%	-0.3%	6.5%
Cc1cc(N2CCOCC2)nc2ccc(NC(=O)CCC(=O)N3CCCCC3)cc12	-2.8%	62.7%	?	-2.4%	?	3.98µM*	1.8%	83.9%	?	-1.8%
COc1ccc(-n2c(CNc3ccc(C)cc3)nnc2SCC(=O)Nc2nc(-c3ccccc3)cs2)cc1	2.0%	-6.8%	-0.3%	14.9%	0.1%	4.2%	·	-40.1%	2.3%	-8.2%
COc1ccccc1C(=O)N1CC(=O)Nc2ccc(C)cc2C1c1ccc(F)cc1 (stereo not given)	-0.1%	4.5%	-9.7%	35.7%	-0.5%	-1.4%	-1.1%	-4.5%	-7.7%	6.3%
Cc1c(C(=O)N2CCN(C3CCS(=O)(=O)C3)CC2)oc2ccc(Cl)cc12 (stereo not given)	·	-6.5%	-1.9%	·	3.5%	-10.8%	-15.0%	-19.7%	1.2%	·
Cc1ccc(C(=O)c2oc3ccc(Cl)cc3c2NC(=O)CN2CCN(C)CC2)cc1	?	-3.3%	-3.9%	?	-0.7%	-2.6%	?	-14.1%	8.6%	?
Cc1ccc(N2C(=O)c3cccc4cccc(c34)C2=O)cc1	?	0.3%	16.2%	-31.9%	3.0%	5.3%	1.6%	1.0%	-2.4%	-12.8%
Cc1ccc(C2(O)C(=O)c3ccccc3C2=O)c(O)c1C	-6.9%	-2.9%	-1.1%	22.5%	1.9%	-2.6%	-2.1%	34.1%	1.1%	6.1%
O=C(Nc1cccnc1)c1ccc(S(=O)(=O)c2ccccc2)cc1	0.9%	-1.2%	-2.8%	?	3.4%	-10.7%	-2.3%	13.8%	-6.3%	-4.0%
O=C(O)CCC(=O)N1N=C(c2ccccc2)CC1c1ccc2c(c1)OCO2 (stereo not given)	-1.7%	12.4%	-2.4%	-26.8%	-0.2%	1.7%	0.0%	-9.8%	-9.7%	-1.9%
COc1ccc(-n2c3c(cc(C(=O)NC4CCSC4=O)c2=O)C(=O)CC(C)(C)C3)cc1 (stereo not given)	16.0%	1.3%	-3.8%	-19.0%	0.5%	1.1%	-7.8%	2.4%	-6.2%	1.0%
COc1ccc(S(=O)(=O)N2CCC(C(=O)NC(c3nc4ccccc4[nH]3)C(C)C)CC2)cc1 (stereo not given)	·	-2.1%	2.2%	·	-3.4%	2.6%	4.2%	-17.7%	9.7%	·
Cc1cc(NC(=O)c2cccc(C(=O)Nc3cc(C)on3)n2)no1	-1.5%	-1.9%	0.3%	?	-1.5%	-16.4%	-3.6%	6.2%	-3.5%	?
COc1ccc(Nc2nc(C)nc3c2oc2ccccc23)c(OC)c1	22.2%	-1.4%	-5.1%	-44.2%	6.7%	-9.3%	-20.1%	-42.5%	10.3%	?

A different layout for two compounds above:
Every second line gives: MBNL1-CUG inh	p53 reactivation	NPC1 prom act	RORgamma inh	FLuc modulator	Rab9 promoter act	uPA surface inh	BRCA1 expr act	ELG1 genotox	Gal4-VP16 FLuc
> CCCN1C(=O)/C(=N\OCC(=O)NC23CC4CC(CC(C4)C2)C3)c2ccccc21
    11.5%	-13.1%	-5.1%	41.6%	-7.8%	-5.6%	2.0%	-15.2%	-0.6%	-7.3%
> Cc1csc(NC(=O)C2CCN(S(=O)(=O)c3ccccc3F)CC2)n1
    -4.4%	1.2%	2.5%	30.6%	-2.0%	-10.0%	7.0%	-19.3%	-11.5%	-4.6%
